# PLAP inhibition – PLAP enzyme inhibitors, biochemical, luminescence, HTS (AID 690); hit rate 0.08% among 96,000; inhibition, % at 20 µM; hits with a dose series show IC50 in µM; purified PLAP, luminescent substrate; higher % means a stronger effect; in the data active = a potency from the dose series; inactive = the rest, 99 in 100 with inhibition below about 30%; note: strong numbers were not always called active
# MRP reversal – reverses drug resistance mediated by MRP | H69AR cells + 2 uM doxorubicin, CellTiter-Glo, 72 h | differential viability (reversal), % at 10 µM | hit rate 0.04% among 85,000 | AID 602;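 active = viability drop by adding the cancer drug above about 55%, with treated viability meeting a 40% cutoff, limit read from the data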;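 note: viability without doxorubicin minus viability with 2 µM doxorubicin for each compound; larger differential means the compound sensitizes cells more to doxorubicin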
# IL1B NFkB inh – blocks IL-1B driven NFkB nuclear translocation in HUVEC cells; HUVEC IL-1B NFkB p65 nuclear translocation imaging; inhibition, % at 2 µM; hit rate 0.43% among 94,000; AID 796;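 active = inhibition above about 30% together with a positive call from visual inspection of the well image, limit read from the data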;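 note: nuclear over cytoplasmic p65 intensity ratio measured by imaging; 0% = IL-1B stimulated DMSO wells and 100% = unstimulated DMSO wells; values of inactives mirror those of a sister screen read the other way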
# Bcl-B displacement – displacers of TR3 peptide from Bcl-B, primary screen, selectivity assay for Bfl-1 inhibitor project, biochemical, fluorescence polarization; hit rate 0.11% among 96,000; displacement, % at 20 µM, or IC50 in µM where a hit was titrated; FP displacement of FITC-TR3 peptide from Bcl-B; higher % means a stronger effect;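 active = displacement above 50% at 20 µM plus a fluorescence interference ratio under 1.5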;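 note: plate controls were wells without compound for no effect and wells lacking Bcl-B protein for full effect; a part of the inactive calls stands beside numbers as strong as those of hits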
# NFkB transloc pot – enhances IL-1B driven NFkB nuclear translocation. hit rate 0.3% among 94,000. HUVEC IL-1B NFkB p65 nuclear translocation imaging. activation, % at 2 µM. AID 819;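 active = activation above 40%, about the mean plus 3 SD, also judged a hit on visual image review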;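 note: percent activation is computed from the nuclear over cytoplasmic p65 intensity ratio; values of inactives mirror those of a sister screen read the other way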
# MRP reversal cytotoxicity – recorded beside MRP reversal, whose call it bears; viability, %; H69AR cells, CellTiter-Glo, 72 h; measured here: cytotoxicity without doxorubicin
# MRP reversal with doxorubicin – further read-out of MRP reversal, marked with its call; viability, %; measured here: viability with 2 uM doxorubicin; active compounds read low
# IL1B NFkB inh cell count 2 µM – second read-out of IL1B NFkB inh, no call of its own (marks repeat the call); cell count; measured here: cells passing quality filter;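 raw number of nuclei counted in each imaged well without normalization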
# NFkB transloc pot cell count 2 µM – second read-out of NFkB transloc pot, no call of its own (marks repeat the call); cell count; measured here: cells passing quality filter
# An asterisk follows results filed as active; / = not tested or not shown. An excerpt (hit frequency here may not be typical).
# Start of the data: the first twelve compounds, to show the layout:
# Under each structure: MRP reversal with doxorubicin	MRP reversal cytotoxicity	Bcl-B displacement	PLAP inhibition	IL1B NFkB inh	NFkB transloc pot cell count 2 µM	IL1B NFkB inh cell count 2 µM	MRP reversal	NFkB transloc pot
COc1ccc(-n2c(Cc3cccn3C)nnc2SCC(=O)Nc2ccc(F)cc2F)cc1
 : 81	83	0%	-41%	/	/	/	2	/
Cc1cnc(C(=O)OCC(=O)NC23CC4CC(CC(C4)C2)C3)cn1
 : /	/	-2%	14%	-10	186	186	/	10
CCN(CCCNC(=O)CCCn1c(=O)[nH]c2ccccc2c1=O)c1cccc(C)c1
 : 78	74	6%	-12%	0	91	91	-5	0
CC(=O)N1C(=O)C2(Nc3ccccc3N2)c2ccccc21
 : 96	91	-4%	6%	2	53	53	-5	-3
O=C(N/N=C1\CCCc2ccccc21)C(O)c1ccccc1 (stereo not given)
 : /	/	10%	2%	2	119	119	/	-2
Cc1nn(-c2ccccc2)c2sc(C(=O)OC3CCOC3=O)cc12 (stereo not given)
 : 93	91	-5%	-38%	2	148	148	-3	-3
COc1cccc(N2CCN(C(=O)CN(c3ccc(C)cc3)S(=O)(=O)c3c(C)n[nH]c3C)CC2)c1
 : 71	69	-11%	-198%	-7	202	202	-2	7
O=C(O)c1ccc(CNCc2ccccc2Cl)cc1
 : /	/	10%	-14%	2	170	170	/	-2
Cc1cc2nc(-c3ccc(NC(=O)c4cccnc4)cc3)oc2cc1C
 : 87	73	-27%	-73%	/	/	/	-14	/
Cc1ccc(-n2ncc3c(NCCCN4CCOCC4)ncnc32)c(C)c1
 : 63	60	4%	-56%	7	187	187	-3	-7
O=S(=O)(c1ccc(F)cc1)N1CCC(N2CCCCCC2)CC1
 : 90	88	4%	-2%	/	/	/	-1	/
CC(=O)Nc1c(Br)cc(N2C(=O)CCC2=O)cc1Br
 : 89	94	/	/	-10	86	86	5	10

# The list itself, repeating the preview:
# Under each structure: MRP reversal with doxorubicin	MRP reversal cytotoxicity	Bcl-B displacement	PLAP inhibition	IL1B NFkB inh	NFkB transloc pot cell count 2 µM	IL1B NFkB inh cell count 2 µM	MRP reversal	NFkB transloc pot
COc1ccc(-n2c(Cc3cccn3C)nnc2SCC(=O)Nc2ccc(F)cc2F)cc1
 : 81	83	0%	-41%	/	/	/	2	/
Cc1cnc(C(=O)OCC(=O)NC23CC4CC(CC(C4)C2)C3)cn1
 : /	/	-2%	14%	-10	186	186	/	10
CCN(CCCNC(=O)CCCn1c(=O)[nH]c2ccccc2c1=O)c1cccc(C)c1
 : 78	74	6%	-12%	0	91	91	-5	0
CC(=O)N1C(=O)C2(Nc3ccccc3N2)c2ccccc21
 : 96	91	-4%	6%	2	53	53	-5	-3
O=C(N/N=C1\CCCc2ccccc21)C(O)c1ccccc1 (stereo not given)
 : /	/	10%	2%	2	119	119	/	-2
Cc1nn(-c2ccccc2)c2sc(C(=O)OC3CCOC3=O)cc12 (stereo not given)
 : 93	91	-5%	-38%	2	148	148	-3	-3
COc1cccc(N2CCN(C(=O)CN(c3ccc(C)cc3)S(=O)(=O)c3c(C)n[nH]c3C)CC2)c1
 : 71	69	-11%	-198%	-7	202	202	-2	7
O=C(O)c1ccc(CNCc2ccccc2Cl)cc1
 : /	/	10%	-14%	2	170	170	/	-2
Cc1cc2nc(-c3ccc(NC(=O)c4cccnc4)cc3)oc2cc1C
 : 87	73	-27%	-73%	/	/	/	-14	/
Cc1ccc(-n2ncc3c(NCCCN4CCOCC4)ncnc32)c(C)c1
 : 63	60	4%	-56%	7	187	187	-3	-7
O=S(=O)(c1ccc(F)cc1)N1CCC(N2CCCCCC2)CC1
 : 90	88	4%	-2%	/	/	/	-1	/
CC(=O)Nc1c(Br)cc(N2C(=O)CCC2=O)cc1Br
 : 89	94	/	/	-10	86	86	5	10
Cc1ccc(S(=O)(=O)N/N=C/c2ccc(C(=O)O)cc2)cc1
 : /	/	10%	-11%	-6	151	127	/	-2
CCCCSc1nnc2n(CCc3ccccc3)c(=O)c3c4c(sc3n12)COC(C)(C)C4
 : 34	83	-4%	-31%	-8	131	131	49	8
O=C(Nc1cccc(-c2cn3cccnc3n2)c1)c1ccc2c(c1)OCO2
 : 59	53	4%	17%	-3	176	176	-7	3
CC1Cc2ccccc2N1C(=O)c1cccnc1 (stereo not given)
 : 100	104	1%	-3%	-23	167	167	4	23
Cc1ccc(S(=O)(=O)N2CCC(C(=O)NNS(=O)(=O)c3ccc(Cl)cc3)CC2)cc1
 : /	/	-4%	-26%	8	155	155	/	-8
Cc1nnc(SCc2ccc(CC(=O)O)cc2)o1
 : 93	104	-4%	10%	-7	127	127	11	7
Cc1ccc(Cc2nnc3n(-c4ccccc4)nc(C(=O)c4ccccc4)n3c2=O)cc1
 : 70	21	/	/	-12	130	130	-49	11
O=Nc1ccc(NOC(=O)c2ccc(Br)cc2)cc1
 : /	/	19%	3%	4	179	179	/	-4
Cc1ccccc1OCCn1c(=O)sc2ccccc21
 : 84	92	/	/	3	133	133	9	-3
COc1ccc(-c2cc(-c3ccccc3O)[nH]n2)cc1OC
 : 73	59	10%	-177%	-10	195	195	-14	10
CCC(C)[C@@H](C(=O)NCC1CCC(C(=O)O)CC1)n1nnc2ccccc2c1=O (stereo not given in full)
 : 97	102	1%	-15%	0	123	123	4	0
O=C1c2ccccc2C(=O)N1CCCn1c(=O)oc2ccccc21
 : 96	91	-2%	-16%	9	85	85	-5	-9
Cc1cc(=O)n2nc(N3CCC(C(=O)NC(C)c4ccccc4)CC3)sc2n1 (stereo not given)
 : 94	85	-5%	-58%	-14	184	184	-9	14
COc1cccc(/C=N/n2c(N)nc3ccccc32)c1OC
 : 80	74	1%	-50%	-18	155	155	-5	18
CC1CCCC(NC2CCCCNC2=O)C1 (stereo not given)
 : 93	74	-13%	6%	-5	101	101	-18	5
COC(=O)NC(=S)Nc1ccc(Oc2ccc(Cl)cc2Cl)c(Cl)c1
 : 61	24	/	/	-4	187	187	-37	4
COc1cc(C2=NOC(C(=O)NCc3ccc(F)cc3)C2)cc(OC)c1OC (stereo not given)
 : /	/	-4%	-1%	28	107	107	/	-28
Cc1nc(N2CCC3(CC2)OCCO3)c2nnn(Cc3ccccc3F)c2n1
 : 65	35	6%	-42%	-11	157	157	-29	11
CCOC(=O)CSc1n[nH]c(NC(=O)c2ccccc2)n1
 : /	/	-7%	-2%	5	146	146	/	-5
CC(C)CCC(C)N=Cc1c(O)n(Cc2ccccc2)c(=O)c2ccccc12 (stereo not given)
 : 100	95	-82%	16%	-1	204	204	-4	1
O=C1CC(c2cccc(Cl)c2)c2cc3c(cc2N1)CCC3 (stereo not given)
 : /	/	1%	8%	2	116	116	/	-2
CCOc1ccc(NC(=O)c2cccnc2C(=O)O)cc1
 : 95	96	12%	-10%	2	85	85	1	-2
CC(=O)n1nc2nc(C)cc(C)c2c1N
 : 99	95	7%	-2%	-21	129	129	-3	21
COc1ccccc1OCC(=O)NCc1cccs1
 : 81	86	0%	6%	4	77	77	4	-4
O=C(CCc1ccccc1)NNC(=O)C1CCCCC1
 : /	/	-5%	6%	6	139	139	/	-6
Cc1ccc(Oc2ncccc2/C=N/OCc2ccc(Cl)cc2Cl)cc1
 : /	/	9%	3%	1	148	148	/	-1
O=c1ccnc(Sc2ncccc2[N+](=O)[O-])[nH]1
 : 82	97	/	/	-18	154	154	15	18
C=CCn1c(COC)nnc1SCC(=O)c1ccc(F)cc1
 : 83	99	-11%	-29%	-8	123	123	16	8
CCOC(=O)C1CCN(C(=O)CSc2n[nH]c(=O)[nH]c2=O)CC1
 : 107	92	-2%	-6%	6	153	153	-15	-6
CCCOc1ccc(C(=O)N/N=C/c2ccc(-c3ccc(S(=O)(=O)Nc4ncccn4)cc3)o2)cc1
 : 93	93	12%	-78%	-10	160	160	1	10
O=C(Cn1cc2c(n1)CCCC2)NCc1cccs1
 : 104	88	4%	11%	-5	117	117	-16	5
CC(C)c1ccc(NC(=O)C2CC(=O)N(C(C)C)C2)cc1 (stereo not given)
 : 87	85	1%	15%	-13	144	144	-2	13
COc1cc(N=c2ssnc2Cl)cc(OC)c1
 : 13	0	1%	-21%	-14	80	80	-13	14
On1onc2c3cc(-c4ccccc4)nc3ccc21
 : 1	6	-7%	30%	1	83	83	5	-1
Cc1ccc(CNC(=O)C2CCC(=O)N2C2CCCCC2)cc1 (stereo not given)
 : 109	101	-11%	5%	-4	118	118	-8	4
CCOCC(=O)Nc1cc(C(F)(F)F)ccc1Oc1cccc(Br)c1
 : /	/	2%	7%	/	/	/	/	/
COc1ccc2nc(NS(=O)(=O)c3ccc(NC(C)=O)cc3)sc2c1
 : 85	96	9%	6%	/	/	/	10	/
Cc1cccc(NC(=O)CSc2nnc(Cn3cnc4ccccc43)o2)c1
 : 96	87	/	/	-16	97	97	-10	16
CCOC(=O)C1CCCN(C(=O)CN2CCN(Cc3ccc(Cl)cc3)C2=O)C1 (stereo not given)
 : 94	103	-4%	-11%	-4	136	136	8	4
Cc1cccc(-c2nc(NCCCN3CCOCC3)c3ccccc3n2)c1
 : /	/	-9%	-64%	-7	148	148	/	7
Cc1ccc(Cn2ccc(=O)c(OCc3ccccc3)c2C)cc1
 : 81	92	3%	7%	/	/	/	11	/
COc1cc(C)nc(N2CCCC(C(=O)Nc3cccc(Cl)c3C)C2)n1 (stereo not given)
 : 67	65	15%	0%	/	/	/	-2	/
O=C(Nc1ccncc1)C1(c2ccccc2)CCCC1
 : 112	106	11%	6%	-6	73	73	-6	6
COc1cccc(N(CC(=O)Nc2cccc(F)c2)S(C)(=O)=O)c1
 : 90	91	-12%	18%	-4	124	124	1	4
Cc1ccc(C(=O)Nc2ccccc2-c2ccccc2)o1
 : 91	97	-9%	2%	-11	165	165	6	11
O=C(Nc1ccc(Cl)c(C(F)(F)F)c1)C1CCCN(S(=O)(=O)c2cnc[nH]2)C1 (stereo not given)
 : 92	77	5%	-39%	-14	172	172	-15	14
O=P(O)(CCc1ccncc1)CN1CCCCC1
 : 102	101	-1%	3%	-18	141	141	-1	18
N#Cc1c(N2CCCC2)nc(N)c2c(N)nc(N3CCCC3)cc12
 : /	/	9%	-13%	/	/	/	/	/

# (listing goes on)
# Under each structure: MRP reversal with doxorubicin	MRP reversal cytotoxicity	Bcl-B displacement	PLAP inhibition	IL1B NFkB inh	NFkB transloc pot cell count 2 µM	IL1B NFkB inh cell count 2 µM	MRP reversal	NFkB transloc pot
Cc1cc2ccccn2c1C(=O)c1ccc(Cl)cc1
 : 75	84	5%	-23%	-5	130	130	9	5
Cc1noc(C)c1S(=O)(=O)N(CC(=O)NCc1ccc(Cl)cc1)c1ccc2c(c1)OCO2
 : 74	95	-14%	6%	-20	74	74	21	20
N#Cc1c(-c2ccccc2)nc(-c2ccccc2)nc1N1CCOCC1
 : 55	54	7%	-14%	3	54	54	-1	-3
Cc1nc(NC(=O)c2ccc(F)cc2)nc2cc3c(cc12)OCO3
 : /	/	-5%	8%	7	130	130	/	-7
CCCCn1nc2cc(C(=O)NCCc3cccs3)ccc2c1OCC
 : /	/	-1%	-31%	-10	157	157	/	10
O=C(Nc1ccc(N2CCN(c3ccc(O)cc3)CC2)cc1)Oc1ccccc1
 : 60	46	-11%	-24%	-7	163	163	-14	7
Cc1ccc(CC23CN4CCN(CC(C4)C2O)C3)c(C)c1 (stereo not given)
 : 84	94	-10%	4%	7	129	129	10	-7
O=C(OCc1ccccc1)C1=[N+]([O-])OC(C(=O)OCc2ccccc2)C1c1c[nH]c2ccccc12 (stereo not given)
 : 2	6	-11%	-20%	2	159	159	4	-2
O=C(C(c1ccccc1)c1ccccc1)N(Cc1ccco1)C1CCS(=O)(=O)C1 (stereo not given)
 : 73	89	-1%	-62%	-8	126	126	16	8

# Screens as filed in PubChem BioAssay.
